# MsrA inh = inhibits bovine methionine sulfoxide reductase A; AID 651718; inhibition, % at 15.5 µM; purified bovine MsrA, absorbance read-out; actives 0.75% (n = 360,000); in the data active means inhibition above about 4.5%;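 further: 0% = vehicle wells with enzyme and 100% = reference inhibitor wells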
# CSN deneddyl inh = blocks human CSN-mediated cullin deneddylation; Q92905; Purified CSN, SCF-Nedd8-OG deneddylation, fluorescence polarization; inhibition, % at 12.5 µM; actives 0.38% (n = 360,000); AID 651999;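 active means pattern-corrected inhibition above about 35%, with an unprinted fluorescence ratio check between 0.5 and 1.5, limit read from the data, passing the limit was not always enough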;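 further: 0% = enzyme with substrate and 100% = substrate without enzyme; some results filed as inactive read as strong as hits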
# Target sequence (Q92905 whole entry, looked up, one chain of several): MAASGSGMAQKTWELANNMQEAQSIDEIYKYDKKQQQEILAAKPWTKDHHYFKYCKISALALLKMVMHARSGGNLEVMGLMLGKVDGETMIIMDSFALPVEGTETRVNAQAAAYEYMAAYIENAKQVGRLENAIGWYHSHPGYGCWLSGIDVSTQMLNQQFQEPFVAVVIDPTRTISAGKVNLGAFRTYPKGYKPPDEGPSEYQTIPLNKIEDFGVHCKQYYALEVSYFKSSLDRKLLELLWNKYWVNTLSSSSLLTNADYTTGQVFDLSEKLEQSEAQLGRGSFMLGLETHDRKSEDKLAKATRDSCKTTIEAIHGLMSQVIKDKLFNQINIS
#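 assay system = purified human Csn5 enzyme expressed in HEK293T cells | amount = 0.24 nM enzyme | buffer or medium = Tris/NaCl/DTT buffer, pH 7.5 | reagent = 10 nM SCFSkp2-Nedd8OG | compound = one concentration, 12.5 µM, 0.25% DMSO | times = 90 min reaction at room temperature | signal = FP | read-out basis = % inhibition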
# Neddylation inh = cullin neddylation inhibition | AID 651699 | P61081+Q13564 | calls only at 25 µM | actives 0.58% (n = 360,000) | TR-FRET cullin neddylation, biochemical; in the data active means inhibition above about 36%
# Target sequence (P61081 whole entry, looked up): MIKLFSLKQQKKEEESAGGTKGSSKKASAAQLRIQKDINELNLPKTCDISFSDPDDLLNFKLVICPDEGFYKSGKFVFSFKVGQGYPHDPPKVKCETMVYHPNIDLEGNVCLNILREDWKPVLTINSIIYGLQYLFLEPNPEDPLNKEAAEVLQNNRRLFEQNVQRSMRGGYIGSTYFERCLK
# Target sequence (Q13564 whole entry, looked up): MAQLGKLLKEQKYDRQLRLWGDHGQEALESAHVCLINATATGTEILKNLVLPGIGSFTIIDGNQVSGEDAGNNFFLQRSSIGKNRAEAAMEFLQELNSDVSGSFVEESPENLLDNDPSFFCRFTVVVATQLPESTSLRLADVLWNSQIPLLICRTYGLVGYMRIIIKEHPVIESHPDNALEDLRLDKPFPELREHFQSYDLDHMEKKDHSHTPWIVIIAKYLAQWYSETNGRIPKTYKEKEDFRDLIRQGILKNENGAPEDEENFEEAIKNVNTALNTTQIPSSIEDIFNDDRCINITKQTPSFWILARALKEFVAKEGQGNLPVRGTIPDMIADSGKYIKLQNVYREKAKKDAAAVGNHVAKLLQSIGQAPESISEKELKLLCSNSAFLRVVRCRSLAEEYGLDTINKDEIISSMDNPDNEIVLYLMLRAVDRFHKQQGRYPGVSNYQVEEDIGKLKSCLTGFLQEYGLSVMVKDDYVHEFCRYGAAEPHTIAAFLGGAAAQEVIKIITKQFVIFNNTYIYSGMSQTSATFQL
# Rin1 Abl inh = human Rin1-Abl interaction inhibition; P00519+Q13671; TR-FRET Rin1/Abl binding, biochemical; inhibition, % at 7.35 µM; actives 0.4% (n = 360,000); in the data active means inhibition above about 5%, passing the limit was not always enough
# FAS TE block = blocks the thioesterase domain of human fatty acid synthase; inhibition, % at 15 µM; AID 602261; recombinant FAS-TE, OMFH fluorogenic substrate, fluorescence endpoint; actives 0.67% (n = 360,000); P49327;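 active means compounds whose normalised, plate-corrected inhibition of enzyme fluorescence in the single-dose primary screen is 50% or more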;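 further: 0% = DMSO with enzyme and 100% = substrate without enzyme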
# TbMetRS inhib = Trypanosoma brucei MetRS inhibition; purified T. brucei MetRS, ATP depletion, Kinase-Glo luminescence; inhibition, % at 11.9 µM; actives 0.4% (n = 360,000);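 active means inhibition above a per-plate cutoff of the control wells' mean inhibition plus 3 SD, cut at about 5.5% in these data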;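 further: 0% = DMSO wells median and 100% = median of wells with control inhibitor compound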
#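 Test system: purified T. brucei MetRS enzyme. Also added: ATP, methionine and E. coli bulk tRNA substrates. Compound: 11.9 µM single point. Schedule: 15 min enzyme-compound preincubation, 2 h reaction, 10 min detection, 25 °C. Signal: luciferase luminescence of residual ATP, Kinase-Glo. Evaluation: percent inhibition versus plate control medians. Controls: DMSO wells, low control.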
# bovine MsrA act = activators of bovine methionine sulfoxide reductase A | activation, % at 10.6 µM | purified bovine MsrA, absorbance read-out | actives 0.3% (n = 360,000) | AID 602163; in the data active means activation above about 7.5%;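 further: 0% = vehicle and 100% = reference activator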
# MLLE-PAM2 inh = blocks PAM2 peptide binding to the PABP1 MLLE domain | actives 0.36% (n = 360,000) | GST-MLLE / FITC-PAM2 fluorescence polarization | P11940 | inhibition, % at 20 µM; in the data active means inhibition above about 35%, passing the limit was not always enough;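 further: plate controls were DMSO wells with GST-MLLE for no effect and wells lacking GST-MLLE protein for full effect; some results filed as inactive read as strong as hits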
# E coli Lon inh = inhibitors of E. coli Lon protease | purified E. coli Lon protease, fluorescence polarization | inhibition, % at 7.94 µM | actives 0.42% (n = 360,000) | AID 602123; in the data active means inhibition above about 13%, passing the limit was not always enough;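 further: 0% = enzyme with probe and DMSO and 100% = no enzyme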
# An asterisk follows results filed as active; i = inactive; x = no result given; + = active, no number.
1: O=C(CN(C(=O)c1csnn1)c1ccccc1Cl)NC1CCCCC1
2: Cc1cc(C)c(C)c(OCCCCn2cnc3ccccc3c2=O)c1
3: O=C(OCCCN1CCCCC1)c1ccc(O)cc1
4: CCC(CO)Oc1cc(NC(=O)c2ccc(F)cc2)c2ncn(C(C)C)c2c1 (centres undefined)
5: CC1CCc2c(sc(NC(=O)COC(=O)c3ccccc3NCc3ccco3)c2C#N)C1 (centres undefined)
6: COc1cc(/C=C/C(=O)NCc2cccnc2)cc(OC)c1OC
7: CN(C)c1ccc(N/C=C/C(=O)C(F)(F)F)cc1
8: O=C(Nc1ccc2nc(-c3cccs3)c(-c3cccs3)nc2c1)N1CCOCC1
9: O=C(CSc1cccc[n+]1[O-])N1CCCc2ccccc21
10: COc1ccc(C)cc1S(=O)(=O)N1CCN(S(=O)(=O)c2cc(C)ccc2OC)C(C)C1 (centres undefined)

entry no.	1	2	3	4	5	6	7	8	9	10
MsrA inh	1.4	-0.2	1.1	0.1	0.4	0.4	0.3	1.0	-0.1	-0.2
CSN deneddyl inh	1	-2	3	3	-2	1	3	7	5	2
Neddylation inh	i	i	i	i	i	+	i	x	i	i
Rin1 Abl inh	-1	-3	4	0	-2	-4	7.5*	-1	-5	1
FAS TE block	-2	15	-3	-11	25	-9	-3	13	-2	25
TbMetRS inhib	-0.4	-0.6	-0.7	-0.4	0.7	-0.2	0.0	-0.1	0.3	-1.2
bovine MsrA act	-1	-1	-1	-2	-1	-3	-6	1	-4	-8
MLLE-PAM2 inh	15	-8	1	4	-5	7	-1	-23	-4	-7
E coli Lon inh	3	-3	2	-5	-13	-10	7	-10	2	6

11: Nc1ncn(C23CC4CC(CC(C4)C2)C3)n1
12: Cc1c(C(=O)N/N=C/c2ccccc2)[nH]c2ccc(Cl)cc12
13: CSc1ccc(/C=C/c2ccc3cccc(O)c3n2)cc1
14: Cc1coc2cc3oc(=O)c(Cc4ccccc4)c(C)c3cc12
15: CC(C)CCn1c(NCCN(C)C)nc2c1c(=O)[nH]c(=O)n2C
16: Cc1ccc(S(=O)(=O)N2CCC(C(=O)N3CCC[C@H]3C(=O)NCC(C)C)CC2)cc1
17: CC(=O)O[C@H]1CC[C@@]2(C)C(=CC[C@H]3[C@@H]4CC[C@H](C5(C)OCCO5)[C@@]4(C)CC[C@@H]32)C1
18: Clc1ccc(-c2nn3c(-c4ccccc4)nnc3s2)cc1
19: Cc1ccccc1C(=O)O/N=C(\N)c1cccc([N+](=O)[O-])c1
20: O/N=C/c1cccnc1Sc1ccccc1

entry no.	11	12	13	14	15	16	17	18	19	20
MsrA inh	-0.9	1.0	1.4	-0.7	-0.6	-0.3	x	-0.3	0.2	-0.8
CSN deneddyl inh	-2	-3	-8	-15	1	-5	-2	-2	7	-13
Neddylation inh	i	i	i	i	i	i	i	i	i	i
Rin1 Abl inh	-1	-3	-4	0	-1	4	1	-1	-4	1
FAS TE block	-9	0	9	20	-2	-6	-9	7	15	-8
TbMetRS inhib	-0.4	0.5	0.0	-0.7	-0.1	-0.6	-0.1	0.1	-0.6	0.3
bovine MsrA act	-1	-3	-4	-5	0	-2	-5	2	-3	-8
MLLE-PAM2 inh	-8	-6	13	6	-5	11	-6	-9	6	1
E coli Lon inh	3	-1	8	1	1	-4	1	0	3	-5

21: Cc1csc2nc(COC(=O)c3ccc(Cl)c([N+](=O)[O-])c3)cc(=O)n12
22: CN(C)CCCN(C(=O)c1cc(-c2cccs2)nc2ccccc12)c1nc2ccc(F)cc2s1
23: CC(C)COP(=O)(OCC(C)C)C(O)c1ccc(F)cc1 (centres undefined)
24: COCCn1c2nc(=O)n(-c3ccccc3)c(=O)c-2nc2ccccc21
25: O=C(NC(=S)Nc1ccc(N2CCCCC2)c(Cl)c1)c1ccc2c(c1)OCCO2
26: CCC(C)(C)C1CCc2[nH]nc(C(=O)O)c2C1 (centres undefined)
27: Cc1cc(C)n(C(C)CC(=O)N2CCc3ccccc32)n1 (centres undefined)
28: O=C1NC[C@@H](CCCCN2CCN(CCc3ccccc3)C(=O)C2=O)N(CCc2ccc(O)cc2)C1=O
29: Cc1ccccc1CN1C[C@@H]2C[C@@H](c3cn(C)nc3-c3ccccc3)N3CCC[C@@]23C1=O
30: COc1ccccc1NS(=O)(=O)c1ccc(C)c(C(=O)NCC(c2ccco2)N(C)C)c1 (centres undefined)

entry no.	21	22	23	24	25	26	27	28	29	30
MsrA inh	1.0	-1.6	1.5	1.1	1.3	0.3	-0.4	-1.6	1.1	-1.2
CSN deneddyl inh	-8	-1	1	-71	7	2	1	-5	14	-1
Neddylation inh	i	i	i	i	i	i	i	i	i	i
Rin1 Abl inh	-1	-2	-4	-1	5	1	0	x	-2	2
FAS TE block	13	16	-7	-134	16	-7	-5	-4	4	-5
TbMetRS inhib	-0.5	-0.6	0.3	0.1	-1.0	0.4	-0.4	-0.2	-0.7	-0.5
bovine MsrA act	-3	-4	-3	26*	-12	-5	-4	-1	-3	-4
MLLE-PAM2 inh	2	-11	0	i	17	-1	15	x	2	-10
E coli Lon inh	-9	-13	-23	+	2	-1	-10	-6	6	-2

# Whole records from above:
# Cc1csc2nc(COC(=O)c3ccc(Cl)c([N+](=O)[O-])c3)cc(=O)n12 is entered as MsrA inh = 1.0; CSN deneddyl inh = -8; Neddylation inh = i; Rin1 Abl inh = -1; FAS TE block = 13; TbMetRS inhib = -0.5; bovine MsrA act = -3; MLLE-PAM2 inh = 2; E coli Lon inh = -9
# Cc1cc(C)n(C(C)CC(=O)N2CCc3ccccc32)n1 (centres undefined) is entered as MsrA inh = -0.4; CSN deneddyl inh = 1; Neddylation inh = i; Rin1 Abl inh = 0; FAS TE block = -5; TbMetRS inhib = -0.4; bovine MsrA act = -4; MLLE-PAM2 inh = 15; E coli Lon inh = -10

# Further results follow:
31: COc1cc(NC(=O)CN2CCN(c3ccccc3F)CC2)c(C)cc1[N+](=O)[O-]
32: O=C(NN=C(Cc1ccccc1)Cc1ccccc1)c1ccncc1
33: CCOc1ccc(NC(N)=O)cc1
34: CCNc1nc2c(c(=O)[nH]c(=O)n2C)n1Cc1ccc(F)cc1
35: CN(C(=O)C(C)(C)C)[C@H]1C[C@H]2c3[nH]c4ccccc4c3CCN2C(=O)[C@H]1CO
36: COC(=O)c1ccccc1Nc1ccnc(Cl)n1
37: COC(=O)c1ccc(Cn2c(C)c(C(=O)NCc3ccc(Cl)c(Cl)c3)sc2=O)o1
38: Cc1cc(C)n(CC(=O)NNC(=O)COc2ccc(Cl)cc2Cl)n1
39: O=C(Nc1cccc(NC(=O)c2ccccc2Cl)c1)c1ccc([N+](=O)[O-])o1
40: O=[N+]([O-])c1cccc(CN2CCN(Cc3ccco3)CC2)c1

entry no.	31	32	33	34	35	36	37	38	39	40
MsrA inh	2.0	1.2	-0.8	-0.1	-1.5	0.0	0.6	-0.2	0.5	-0.8
CSN deneddyl inh	-2	-3	0	2	-6	-1	-3	0	3	3
Neddylation inh	i	i	i	i	x	i	i	i	i	i
Rin1 Abl inh	2	-3	-3	1	-2	-3	3	0	1	1
FAS TE block	-4	-4	-9	-6	-37	-4	28	-4	7	-4
TbMetRS inhib	-1.3	0.7	-1.2	-0.2	1.1	-0.3	1.7	-0.2	-0.3	-0.9
bovine MsrA act	-14	-1	-3	1	0	1	3	0	2	-4
MLLE-PAM2 inh	-7	-4	10	-15	63	3	3	4	-19	4
E coli Lon inh	6	-1	3	-3	14*	6	-5	-5	1	10

41: CCN(c1ccccc1)S(=O)(=O)c1c(C)noc1C
42: CC1CCc2c(sc3[nH]c(=S)n(C)c(=O)c23)C1 (centres undefined)
43: Nc1nc2c(Br)ccc(Br)c2cc1C(=O)NCCc1ccccc1
44: Cn1c(N2CCN(C(c3ccccc3)c3ccccc3)CC2)nc2c1c(=O)[nH]c(=O)n2C
45: O=C(C[C@H]1C[C@H]2c3cc(NS(=O)(=O)c4ccc(F)cc4)ccc3O[C@H]2[C@H](CO)O1)NCc1cc(F)ccc1F
46: C/C(=N\NC(=O)c1nnn(-c2nonc2N)c1C(C)C)c1ccc2ccccc2c1
47: COc1ccc(C2=NS(=O)(=O)N(C)C(C(=O)NCc3ccc4c(c3)OCO4)=C2)cc1
48: C=CCc1cccc2cc(C(=O)NC3CCCC3)c(=O)oc12
49: CC(C)=NNC(=O)C1=NNC(=O)C1
50: CCOc1ccc(Cn2c(C)nc([N+](=O)[O-])c2SCC(O)CCl)cc1[N+](=O)[O-] (centres undefined)

entry no.	41	42	43	44	45	46	47	48	49	50
MsrA inh	0.7	1.1	0.5	-1.6	-1.1	0.3	1.7	1.3	-0.2	0.6
CSN deneddyl inh	1	0	-4	2	-6	-2	-4	3	1	3
Neddylation inh	i	i	i	i	i	i	i	i	i	i
Rin1 Abl inh	1	1	x	-2	1	2	1	-3	-4	1
FAS TE block	-2	-7	1	11	1	2	36	15	-8	3
TbMetRS inhib	-0.8	0.5	-0.2	-0.6	-0.4	-0.3	1.1	-0.4	0.3	0.3
bovine MsrA act	-10	3	-4	-1	-1	-12	2	-1	-1	-5
MLLE-PAM2 inh	6	9	x	-13	3	3	-3	6	-2	10
E coli Lon inh	-1	0	-4	24*	0	7	0	3	12	0

51: CC(C)=CCC[C@H](C)C[C@@H]1Cc2[nH][nH]c(=O)c2[C@H](c2ccc(Cl)cc2)O1
52: COc1ccc(CC(=O)NC(C)c2nnc(SCC(=O)Nc3ccccc3)n2C)cc1 (centres undefined)
53: O=C(CNC(=O)c1ccccc1)NCCCSc1ccccc1
54: COC(=O)c1ccc2c(=O)n(Cc3ccco3)c(SCC(=O)Nc3ccc(C)c(Cl)c3)nc2c1
55: O=C(NNC(=O)c1sc2ccccc2c1Cl)Nc1ccc(Cl)cc1
56: COc1ccc(OC)c(C2c3[nH]c4ccccc4c3C[C@H]3C(=O)N(CCCOC(C)C)CC(=O)N23)c1 (some centres undefined)
57: COc1cc(OC)c(OC)cc1/C=N/n1c(COc2ccccc2)n[nH]c1=S
58: O=C(CCCn1c(=O)oc2ccccc21)NNC(=O)COc1ccc(F)cc1
59: Cc1ccc(C)c(-n2cc(-c3ccc(Cl)cc3)nc2SCC(=O)NC2CCS(=O)(=O)C2)c1 (centres undefined)
60: COc1cc2c(cc1OC)C(=O)CCS2

entry no.	51	52	53	54	55	56	57	58	59	60
MsrA inh	-0.1	-1.8	-0.1	1.1	-0.6	0.2	2.7	2.0	0.2	0.4
CSN deneddyl inh	-3	-5	0	1	1	-3	2	4	-2	-6
Neddylation inh	i	i	i	i	i	i	i	i	i	x
Rin1 Abl inh	x	1	0	-4	0	1	1	2	-1	2
FAS TE block	-115	-2	-6	-12	-8	3	3	-6	6	-5
TbMetRS inhib	-0.4	0.1	0.3	0.4	0.6	1.5	-0.6	-0.4	3.2	-0.2
bovine MsrA act	1	-2	-3	-5	1	-2	0	-1	-1	-1
MLLE-PAM2 inh	x	7	5	16	14	5	-19	-6	0	4
E coli Lon inh	-4	-6	-7	5	-6	-10	6	8	-5	-1

# Sorted by the number under TbMetRS inhib (lowest first): 3 of the compounds above
cpd	SMILES	MsrA inh	CSN deneddyl inh	Neddylation inh	Rin1 Abl inh	TbMetRS inhib	bovine MsrA act	MLLE-PAM2 inh	E coli Lon inh
57	COc1cc(OC)c(OC)cc1/C=N/n1c(COc2ccccc2)n[nH]c1=S	2.7	2	i	1	-0.6	0	-19	6
60	COc1cc2c(cc1OC)C(=O)CCS2	0.4	-6	x	2	-0.2	-1	4	-1
56	COc1ccc(OC)c(C2c3[nH]c4ccccc4c3C[C@H]3C(=O)N(CCCOC(C)C)CC(=O)N23)c1 (some centres undefined)	0.2	-3	i	1	1.5	-2	5	-10
